Compound activity deposited in PubChem by National Center for Advancing Translational Sciences (NCATS).
B2AR arrestin: recruits beta-arrestin to the human beta2-adrenergic receptor | P07550 | beta-arrestin recruitment to beta2AR, cell-based reporter | Potency, µM (top dose mostly 46.1 µM), without a hit: at the top dose activation, hits mostly activators | 330,000 tested, 0.02% active;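 also: potency is read from the fitted curve at half-maximal effect; 0% = DMSO controls and full agonism = EC100 isoproterenol or metaproterenol; nearly all actives have a fitted effect of over 65% in size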
Eya2 inh: blocks the phosphatase activity of human Eya2; O00167; recombinant Eya2, OMFP fluorescence dephosphorylation (OMFP is methylfluorescein phosphate); Potency, µM (top dose mostly 76.9 µM), for the others: top-dose activity, negative = inhibition, most hits filed as inhibitors; 330,000 tested, 0.006% active; also: potency is read from the fitted curve at half-maximal effect; % is scaled to controls: 0 for no effect and ±100 for the full control effect
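Eya2 protein (added as 0.2 uM solution) was preincubated with compound for 10 min at ambient temperature in 50 mM HEPES pH 7.5, 50 mM NaCl, 5 uM MgCl2, 0.05% BSA, 1 mM DTT. OMFP (added at 50 uM) then reacted 10 min; fluorescence read at 485/525 nm.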
USP2a block: inhibitors of human ubiquitin-specific protease USP2a | Potency, µM (top dose mostly 38.3 µM), without a hit: at the top dose activity change, negative = inhibition, most hits filed as inhibitors | USP2 core, Ub-CHOP2 coupled fluorogenic reporter, 485/531 | O75604 | 330,000 tested, 0.01% active;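 also: potency is read from the fitted curve at half-maximal effect; plate controls were DMSO wells for no effect and full inhibition by NEM control for full effect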
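Cell-free coupled assay: 10nM USP2 core preincubated 30min RT with compound in Tris-HCl pH 8.0/CaCl2/CHAPS buffer, then 25nM Ub-CHOP2 and 25nM reporter substrate; fluorescence (Ex 485/Em 531) read after 60min RT, normalized to NEM inhibition, concentration-response curves fitted.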
ELG1 DNA repair: inhibitors of ELG1-dependent DNA repair in HEK293T cells | HEK293T ELG1-luciferase reporter, luminescence, 16 h; DNA damage induced by 5-fluorouridine | Potency, µM (doses to about 46.1 µM), without a hit: at the highest dose activity change, negative = inhibition, usual class: inhibitors | 330,000 tested, 2.3% active; also: potency is read from the fitted curve at half-maximal effect; % is scaled to controls: 0 for no effect and ±100 for the full control effect; nearly all actives have a fitted effect of over 55% in size
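5-Fluorouridine DNA damage + compound/DMSO, 2,000 cells/well, 16 h, 37 °C/5% CO2. ONE-Glo, 30 min RT, luminescence. Readout = decrease in reporter signal.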
Chronic BCR inh: chronic active BCR signaling inhibition; ABC-DLBCL IkBa-CBG/CBR reporter, luminescence ratio, 4 h; Potency, µM (series often up to 46.1 µM), without a hit: at the top dose ratio change, negative = lower green/red ratio, usual class: inhibitors; 340,000 tested, 0.05% active; active = well fitted inhibition curve with a large enough effect in the signal ratio, with a control signal flat, not every such curve was filed as active; inconclusive = small, poorly fitted or top-dose-only effect, or effect the other way, or a change in a side signal; the % refers to the signal ratio;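 also: potency is read from the fitted curve at half-maximal effect; plate controls were basal doxycycline-induced cells for no effect and cells given 10 µM MG132 for full effect; MG132 reads +100%, hits lower the ratio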
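Doxycycline induced both beetle luciferases in TMD8 lymphoma cells; IKK-driven degradation limits the IkappaBalpha-fused green signal, while red luminescence normalises for cell number and nonspecific effects. Compounds tested up to 46 uM, 4 hrs.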
TSHR antag: antagonists of human thyroid stimulating hormone receptor; P16473; AID 504810; TSHR-expressing cells, TSH-stimulated cAMP HTRF, 2 h; active compounds read low; 330,000 tested, 0.2% active; activity change, negative = inhibition, % at 11.5 µM;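 active = activity change below a set negative limit, meaning inhibition stronger than a set level, cut at about -70% in these data; inconclusive = activity change between two set negative limits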; also: % is scaled to controls: 0 for no effect and ±100 for the full control effect
Target sequence (P16473 whole entry, looked up): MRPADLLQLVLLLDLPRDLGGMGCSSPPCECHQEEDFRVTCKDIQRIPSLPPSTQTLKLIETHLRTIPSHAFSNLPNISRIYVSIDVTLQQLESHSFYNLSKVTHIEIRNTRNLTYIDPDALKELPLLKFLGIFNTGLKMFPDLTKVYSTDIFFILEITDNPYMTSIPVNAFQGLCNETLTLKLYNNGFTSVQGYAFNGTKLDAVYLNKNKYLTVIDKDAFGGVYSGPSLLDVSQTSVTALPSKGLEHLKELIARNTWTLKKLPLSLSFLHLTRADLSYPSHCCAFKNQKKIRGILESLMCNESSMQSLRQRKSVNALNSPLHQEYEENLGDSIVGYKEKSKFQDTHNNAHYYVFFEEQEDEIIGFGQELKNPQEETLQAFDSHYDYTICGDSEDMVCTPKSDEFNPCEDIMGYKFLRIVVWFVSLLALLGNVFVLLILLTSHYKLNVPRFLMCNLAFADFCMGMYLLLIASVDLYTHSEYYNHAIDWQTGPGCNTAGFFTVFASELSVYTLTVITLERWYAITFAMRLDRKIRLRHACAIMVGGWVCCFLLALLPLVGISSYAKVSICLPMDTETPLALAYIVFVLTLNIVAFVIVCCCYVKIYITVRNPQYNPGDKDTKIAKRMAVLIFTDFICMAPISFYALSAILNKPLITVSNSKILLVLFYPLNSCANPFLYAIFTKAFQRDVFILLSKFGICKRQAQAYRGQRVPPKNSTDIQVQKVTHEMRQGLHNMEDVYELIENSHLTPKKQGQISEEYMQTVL
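TSHR-expressing cells were treated with compounds, then stimulated with TSH at EC80 (4nM final) for 2 hours at 37 deg C. Cellular cAMP was measured by HTRF competition between lysate cAMP and cAMP-d2 for a cryptate-labelled anti-cAMP antibody.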
Mito fusion act: mitochondrial division inhibition or fusion activation; Potency, µM (doses to about 46.1 µM), for inactives: at the top dose growth rescue (activation), usual class: activators; 320,000 tested, 0.23% active; S. cerevisiae fusion-defective mutant growth rescue, CellTiterGlo 48 h; AID 485298;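 also: potency is read from the fitted curve at half-maximal effect; % of control where 0% means no effect; nearly all actives have a fitted effect of over 45% in size; temperature-sensitive fusion mutants such as fzo1-1 at 37 °C on non-fermentable ethanol glycerol medium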
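Read-out: ATP-based luminescence (CellTiterGlo, 10 min ambient) reporting growth of fusion-defective ts yeast after 48 hours at 37C on glycerol/ethanol YPEG medium in the presence of compound.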
TSG101-PTAP inh: blocks PTAP/TSG101 interaction to inhibit HIV-1 budding | Q99816 | Potency, µM (titrated, usually from 115 µM), inactives show top-dose activity change, negative = inhibition, most hits filed as inhibitors | 340,000 tested, under 10 active | AID 493005 | Fluorescence polarization, FITC-PTAP peptide / Tsg101 binding; active = well fitted inhibition curve with a large enough effect in the main read-out, with a control signal flat, not every such curve was filed as active; inconclusive = small, poorly fitted or top-dose-only effect, or effect the other way, or a change in a side signal; inactive = no such curve, though single readings can be large or run the other way; also: potency is read from the fitted curve at half-maximal effect; % of control where 0% means no effect
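Fluorescence polarization binding of Tsg101 binding domain (10 uM final) to FITC-labeled PTAP peptide (50 nM final) in HEPES pH 7.5 buffer with NaCl, Tween 20, EDTA, TCEP. Compounds added before peptide; binding 20 min at RT.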
Tb PFK block: T. brucei PFK enzyme inhibition | T. brucei PFK, ADP-Glo luminescence | Potency, µM (doses to about 57.5 µM), inactives show at the top dose activity, negative = inhibition, actives largely listed as inhibitors | 330,000 tested, 0.17% active;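 also: potency is read from the fitted curve at half-maximal effect; 0% = uninhibited 1x PFK enzyme wells and -100% = no-enzyme wells; nearly all actives have a fitted effect of over 60% in size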
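PFK 1.25 nM, F6P 0.5 mM, ATP 0.1 mM, 0.1 M TEA pH 8.0, 5 mM MgCl2, 0.01% Tween20, 0.1% BSA; 45 min RT. ADP-Glo readout. qHTS titration up to 57 uM; curves fitted, compounds curve-classed.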
uPA surface inh: cell surface uPA generation inhibition | Potency, µM (top dose mostly 38.3 µM), for inactives: top-dose activity change, negative = inhibition, most hits filed as inhibitors | 330,000 tested, 0.31% active | AID 540303 | cell surface uPA generation assay, qHTS; active = well fitted inhibition curve with a large enough effect; inconclusive = small, poorly fitted or top-dose-only effect; inactive = no such curve, though single readings can be large or run the other way; tested in mouse RAW 264.7 cells; also: potency is read from the fitted curve at half-maximal effect; % is scaled to controls: 0 for no effect and ±100 for the full control effect; nearly all actives have a fitted effect of over 55% in size
TCR activator: activates T cell receptor signaling; primary human leukocytes, anti-CD3, IL-2 HTRF, 48 h; 330,000 tested, under 10 active; Potency, µM (highest dose often 9.22 µM), without a hit: at the highest dose activation of IL-2 secretion, hits mostly activators; also: % of control where 0% means no effect
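TCR engagement came from a-CD3 beads alone, with compounds added to primary human leukocytes for 48 hr. Secreted IL-2 bridged europium cryptate- and d2-labelled anti-IL-2 antibodies, giving FRET emission at 665nm after 320nm excitation.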
Active calls of the source: *; ? = inconclusive; nt = not tested or not shown; [ ] = remark or other dose. Unless noted, calls follow the shape of the dose curve; as a rule, active = well fitted curve in the direction sought with a large enough effect; inconclusive = small, poorly fitted or top-dose-only effect, or another doubt; inactive = no such curve, though single readings can be large; an effect the other way counts as inactive or inconclusive. This is a random part of the collection. About 3% of those tested had a hit in this group.

SMILES	B2AR arrestin	Eya2 inh	USP2a block	ELG1 DNA repair	Chronic BCR inh	TSHR antag	Mito fusion act	TSG101-PTAP inh	Tb PFK block	uPA surface inh	TCR activator
CN1CCN(C(c2ccc(C(F)(F)F)cc2)c2cc(Cl)c3cccnc3c2O)CC1 (configuration not stated)	0.2%	-2%	2%	?	?	-10	17%	nt	-15%	nt	nt
COc1cc(C(=O)OCCN2CCOCC2)cc(OC)c1OC	0.3%	3%	0%	15%	0%	-12	1%	-15%	-1%	-5%	-2%
O=C(c1ccc(N2CCN(C(=O)c3ccccc3)CC2)cc1)c1cccc(F)c1	-0.2%	2%	4%	?	?	-24	27%	-3%	4%	-6%	-3%
COCCNC(=O)/C(C#N)=C/C=C/c1ccccc1	-0.1%	12%	1%	-12%	?	-7	8%	-5%	-1%	-7%	-1%
COc1cc2c(C(=O)N3CCN(c4ccccc4F)CC3)cn(C)c(=O)c2cc1OC	-0.9%	-3%	5%	0%	0%	6	0%	-7%	2%	4%	3%
CCOc1ccc(CCNC(=O)C2CCN(c3nnc(-n4cccc4)s3)CC2)cc1	0.5%	-14%	-3%	-3%	-14%	36	0%	-3%	-1%	-1%	7%
O=C(c1ccco1)N1CCCC(c2nc3c(nnn3Cc3ccc(Cl)cc3Cl)c(=O)[nH]2)C1 (configuration not stated)	0.1%	7%	-3%	-1%	-1%	-10	-1%	-13%	2%	-10%	-1%
COc1ccc(CCNc2ncnc3c2nnn3Cc2ccccc2)cc1	0.4%	4%	2%	?	-8%	-5	-4%	3%	1%	0%	-15%
COC(=O)N/N=C/c1cc(Cl)c(OCc2ccc(F)cc2)c(OC)c1	-0.5%	3%	1%	5%	2%	-19	1%	-3%	5%	7%	-2%[46.1 µM]
Cc1ccccc1NC(=S)NNC(=O)c1csc2c1CCC(C)C2 (configuration not stated)	0.3%	1%	-13%	?	?	-2	3%	-8%	-5%	nt	3%
O=C(O)c1ccc(Cn2cnc3cccnc32)cc1	0.2%	-5%	7%	-11%	?	0	-1%	-15%	2%	6%	0%
COc1ccc(NC2CCCN(C(=O)CCN3CCCC3=O)C2)cc1OC (configuration not stated)	0.3%	-2%	2%	-1%	-6%	-13	-2%	-3%	0%	-6%	2%
COc1cccc(C(=O)Nc2cccc3ccccc23)c1OC	-1.1%	7%	2%	?	?	-3	3%	0%	1%	-6%	-30%
O=C(Cc1ccccc1)NNC(=O)Nc1ccc(Cl)c(Cl)c1	-0.6%	0%	3%	-26%	?	-4	-3%	-2%	0%	-2%	-7%[46.1 µM]
C=CCN1C(=O)/C(=C\C(C)=C\c2ccccc2)SC1=S	-0.5%	14%	2%	?	-2%	-12	0%	1%	6%	2%	0%
Cc1cc(C)cc(NC(=O)NCc2c(-c3ccccc3)noc2C)c1	-0.4%	-16%	-1%	?	-16%	-1	-2%	-3%	-2%	7%	6%
O=C(NCC(c1cccnc1)N1CCN(c2ccccc2F)CC1)c1ccco1 (configuration not stated)	-0.7%	23%	0%	-16%	-1%	-6	-4%	-6%	0%	7%	3%
CCCNc1nc2c(c(=O)n(C)c(=O)n2C)n1CCC(C)C	-0.8%	-6%	-7%	?	?	-12	15%	-7%	2%	-7%	1%
COc1ccc(N2C(=O)CC(Cc3ccccc3OC)C2=O)cc1 (configuration not stated)	-1.3%	-2%	1%	?	-9%	20	1%	0%	0%	-3%	0%
CCCCCN(C(=O)COC(=O)CSc1ccc([N+](=O)[O-])cc1)c1c(N)n(CCCC)c(=O)[nH]c1=O	-0.2%	-21%	-1%	-4%	-4%	8	-7%	-5%	-9%	1%	2%
Cc1onc(-c2c(F)cccc2Cl)c1C(=O)Nc1ccccc1N1CCOCC1	0.1%	7%	-1%	?	0%	3	0%	-1%	3%	6%	7%
O=C(CCc1n[nH]c(=O)[nH]c1=O)N1CCCCC1	0.0%	15%	0%	8%	4%	16	0%	-5%	-6%	0%	-10%
O=C(COc1ccccc1)N[C@@H]1c2ccccc2CC[C@H]1OCc1ccccc1	-0.5%	-13%	-5%	?	-13%	-4	nt	1%	3%	?	1%[46.1 µM]
Cc1ccc(NC(=O)CSc2nc3c(cc2C#N)C(=O)CCC3)cc1S(=O)(=O)N(C)C	-3.3%	-7%	2%	?	-6%	-2	-6%	-3%	-6%	-8%	-10%[46.1 µM]
C/C(N)=C(/C#N)C(=O)CSc1nc2scc(-c3ccc(F)cc3)c2c(=O)n1C	-0.3%	-9%	5%	9%	1%	-3	-27%	-2%	-1%	0%	2%
O=S(=O)(Cc1ccccc1)N1CCN(Cc2ccccc2)CC1	0.0%	-7%	5%	4%	?	7	2%	-4%	-3%	nt	-2%
NS(=O)(=O)c1ccc(NC(=O)c2cc(Cl)sc2Cl)cc1	-0.1%	-6%	1%	3%	-26%	-5	-1%	-3%	-10%	-6%	-5%
Cc1cc(CN2CCC(N3CCC(C(=O)NC4CC4)CC3)CC2)cc(C)c1O	-0.3%	5%	0%	16%	8%	16	0%	0%	-5%	-3%	-3%
NC(=S)N/N=C/c1cccc(/C=N/NC(N)=S)c1	0.2%	2%	0%	-12%	-2%	-6	2%	-7%	-13%	-2%	-4%
NC(=O)c1cc2ccncc2c2ccccc12	-0.7%	-27%	1%	1.3µM*	?	4	-7%	-6%	0%	-7%	6%
COc1ccc(C(=O)N2CCN(c3cccc(Cl)c3)CC2)c(OC)c1	0.2%	1%	1%	-20%	0%	4	1%	-4%	6%	-11%	-6%
COc1ccc(N(C(=O)C2CCCCC2)C2C=CS(=O)(=O)C2)c(OC)c1 (configuration not stated)	-0.2%	-10%	3%	3%	?	7	-3%	-1%	0%	-1%	-4%
Cc1[nH]c2ccccc2c1C(=O)C(=O)N1CC=C(c2ccccc2)CC1	14%	-3%	-9%	?	?	-6	18%	-9%	?	-8%	-2%[46.1 µM]
COC(=O)C(C)Oc1ccc2c3c(c(=O)oc2c1)CCCCC3 (configuration not stated)	-0.3%	-22%	-3%	-6%	-2%	3	19%	-7%	-14%	nt	3%
CN(C)S(=O)(=O)c1cccc(-n2sc3ccccc3c2=O)c1	0.1%	-1%	-3%	?	?	-15	3%	-3%	13µM*	-23%	1%
Clc1ccc(OCCn2cnc3ccccc32)c(Cl)c1	-0.2%	-5%	1%	?	?	-8	9%	0%	-2%	-20%	3%[46.1 µM]
CCOC(=O)c1cn(Cc2cccc(C)c2)nn1	-1.8%	0%	4%	1%	4%	12	-2%	-1%	-8%	4%	-2%[46.1 µM]
Cc1cccc(OCC(=O)Nc2nnn(C)n2)c1C	-0.3%	-14%	1%	10%	-6%	0	-1%	-5%	-1%	3%	-8%[46.1 µM]
O=[N+]([O-])/C(C(Cl)=C(Cl)Cl)=C(/NC1CC1)Sc1ccccc1	0.3%	-9%	1%	-3%	?	-3	22%	0%	-7%	-4%	-7%
CCOc1ccc(Nc2n[nH]c(=S)s2)cc1	-0.5%	-3%	3%	?	-4%	-3	6%	-5%	0%	9%	7%[46.1 µM]
O=C1c2ccc(-c3ccc4c(c3)C(=O)N(CCCO)C4=O)cc2C(=O)N1CCCO	-0.7%	-5%	1%	15%	-5%	8	-2%	-2%	-16%	2%	-5%
COc1ccc(NC(=O)CC2CC3CCC2C3)cn1 (configuration not stated)	0.0%	-7%	3%	?	?	-1	-1%	-4%	-2%	1%	-3%
Cc1cccc(C)c1OCC(=O)N(Cc1ccc(Cl)cc1)C1CCS(=O)(=O)C1 (configuration not stated)	-0.1%	0%	4%	-6%	0%	0	8%	-10%	1%	-1%	13%
Cc1cccc(NC(=O)CSc2ccc(-c3ccco3)nn2)c1C	-0.6%	-4%	1%	-9%	-5%	12	2%	2%	-6%	0%	6%[46.1 µM]
CCc1cccc(CC)c1NC(=S)NCc1ccc2[nH]c(C)cc2c1	-0.2%	-4%	-1%	1%	1%	-12	1%	1%	0%	1%	14%
CC(C)(C)NC(=S)Nc1ccc(Br)cc1	-1.1%	3%	0%	24%	?	9	-5%	-2%	-5%	-1%	-3%
